Bioassay records (PubChem BioAssay)
GASC-1 inh – human JMJD2C demethylase inhibition; AID 2099; inhibition, % at 2.35 µM; Q9H3R0; GST-JMJD2C(1-420) H3K9me3 demethylation, DELFIA europium; 330,000 compounds, 0.069% hits;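 active = more than half of a compound's replicate wells show inhibition beyond 50%, single wells judged on their own value; inconclusive = some, but no more than half, of replicates pass 50% inhibition; inactive = no replicate passes 50% inhibition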;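 also: signal counts dimethyl H3K9 product captured on neutravidin plate; 0% = median of DMSO wells and 100% = 0.3 times that DMSO median; strong numbers were not always called active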
Target sequence (Q9H3R0 1-420 limits assumed): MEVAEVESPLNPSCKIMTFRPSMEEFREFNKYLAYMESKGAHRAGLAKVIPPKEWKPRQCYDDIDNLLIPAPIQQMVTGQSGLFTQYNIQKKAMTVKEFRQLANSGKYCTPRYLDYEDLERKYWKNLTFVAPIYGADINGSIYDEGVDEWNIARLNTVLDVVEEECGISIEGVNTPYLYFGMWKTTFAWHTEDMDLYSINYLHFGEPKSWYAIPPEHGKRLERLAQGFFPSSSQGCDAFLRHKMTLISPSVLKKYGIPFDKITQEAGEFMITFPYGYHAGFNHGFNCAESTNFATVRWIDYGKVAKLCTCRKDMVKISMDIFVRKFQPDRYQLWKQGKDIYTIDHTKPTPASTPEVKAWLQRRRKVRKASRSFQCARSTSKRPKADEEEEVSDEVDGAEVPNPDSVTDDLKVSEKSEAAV
Efflux pump mplx – antifungal efflux pump inhibition, Nile Red retention. AID 485275. 330,000 compounds, 0.44% hits. S. cerevisiae Candida pump triplex. inhibition, % at 10 µM;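 active = plate passing quality check with inhibition over a set limit, or well fluorescence over plate mean plus 4 SD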;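 also: Nile Red retained in pooled yeast measured as flow cytometry median fluorescence; 0% = buffer negative control and 100% = Enniatin B positive control; higher means more Nile Red kept so more efflux inhibition; some compounds called inactive have numbers as strong as hits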
CTSL1 counter – blocks F. hepatica cathepsin L1 in PFM18AAP counter-screen. 300,000 compounds, 0.49% hits. AID 1906. inhibition, % at 5.96 µM. recombinant F. hepatica cathepsin L1, Z-Leu-Arg-MCA fluorescence;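 active = inhibition above the mean of all tested compounds plus 3 SD, set per screening campaign, cut at about 17% in these data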;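 also: 0% = plate median of test compound wells and 100% = 1 µM Z-Phe-Ala-diazomethylketone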
TPT1 inh – C. albicans TPT1 enzyme inhibition | 300,000 compounds, 0.81% hits | AID 1962 | inhibition, % at 5 µM | recombinant caTPT1, FP RNA substrate dephosphorylation;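 active = inhibition above the mean of all tested compounds plus 3 SD, set per screening campaign, cut at about 24% in these data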;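 also: plate controls were DMSO alone for no effect and ferristatin control at 100 nM for full effect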
PP5 inh – blocks human protein phosphatase 5 activity | purified PP5c, OMFP substrate fluorescence | inhibition, % at 6.7 µM | 320,000 compounds, 0.18% hits;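 active = inhibition above the campaign's mean inhibition across all tested compounds plus 3 SD, cut at about 9.5% in these data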;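 also: 0% = DMSO only and 100% = 100 µM cantharidin control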
core dimer inh – blocks dimerization of HCV core protein | 300,000 compounds, 0.33% hits | AID 1899 | TR-FRET GST/Flag-core106 dimerization, 1536-well | inhibition, % at 5 µM;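 active = inhibition above the mean of all tested compounds plus 3 SD, set per screening campaign, cut at about 45% in these data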
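System – GST-tagged and Flag-tagged HCV core protein residues 1-106 · Repeats – one well for each compound · Technique – TR-FRET 671 and 617 nm emission · Doses – one concentration, 5 µM, in 0.5% DMSO · Times – 4 h, 22.5 °C incubation · Also added – Eu donor and XL665 acceptor anti-tag antibodies · Measure – percent inhibition of core106 dimerization signal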
PREPL inh – inhibitors of human prolyl oligopeptidase-like enzyme PREPL; recombinant PREPL, fluorescence polarization activity-based probe; Q4J6C6; 320,000 compounds, 0.68% hits; inhibition, % at 5.96 µM; in the data active = inhibition above about 43%;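 also: 0% = enzyme with DMSO and 100% = wells lacking enzyme; many of its hits are not listed in these tables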
PP1 counter – blocks human PP1-alpha phosphatase, a PP5 counter-screen | purified PP1alpha, OMFP fluorescence | inhibition, % at 6.7 µM | 320,000 compounds, 0.9% hits;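 active = inhibition above the mean inhibition of all tested compounds plus 3 SD, computed separately for each screening campaign, cut at about 15% in these data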
Target sequence (P62136 whole entry, looked up): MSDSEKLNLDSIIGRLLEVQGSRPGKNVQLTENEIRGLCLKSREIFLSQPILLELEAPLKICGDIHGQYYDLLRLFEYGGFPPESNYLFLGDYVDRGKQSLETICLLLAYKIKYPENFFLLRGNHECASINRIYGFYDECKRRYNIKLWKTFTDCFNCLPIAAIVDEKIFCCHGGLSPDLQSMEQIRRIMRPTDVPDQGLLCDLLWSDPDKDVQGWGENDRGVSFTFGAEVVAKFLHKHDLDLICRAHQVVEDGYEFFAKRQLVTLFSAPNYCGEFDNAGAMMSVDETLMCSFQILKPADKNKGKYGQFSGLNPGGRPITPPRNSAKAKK
LYPLA2 counter – LYPLA2 (human) inhibition in PME1 counter-screen; O95372; recombinant LYPLA2, FP-Rh probe fluorescence polarization; inhibition, % at 5.9 µM; 320,000 compounds, 0.38% hits;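 active = inhibition above the screen-wide mean plus 3 SD, limit set per campaign, cut at about 26% in these data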;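 also: 0% = LYPLA2 with DMSO and 100% = wells lacking LYPLA2 enzyme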
Target sequence (O95372 whole entry, looked up): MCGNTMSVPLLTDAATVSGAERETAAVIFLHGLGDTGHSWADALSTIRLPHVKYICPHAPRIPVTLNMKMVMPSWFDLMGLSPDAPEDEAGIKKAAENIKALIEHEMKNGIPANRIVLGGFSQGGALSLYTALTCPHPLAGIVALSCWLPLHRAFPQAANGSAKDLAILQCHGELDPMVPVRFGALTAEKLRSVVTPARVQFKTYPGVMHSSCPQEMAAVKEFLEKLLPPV
The depositor's hits bear a star; ? = inconclusive; . = no result given. Some of the compounds tested (hit frequency here may not be typical).

Sequence of screens: GASC-1 inh	Efflux pump mplx	CTSL1 counter	TPT1 inh	PP5 inh	core dimer inh	PREPL inh	PP1 counter	LYPLA2 counter
> Cc1ccc(NNC(=O)c2cccs2)cc1Cl
    -3	-0.1	5	0	-1.1	0	-1	2	4
> O=C(N=Nc1c(O)[nH]c2ccccc12)c1cc(-c2ccc(F)cc2)n[nH]1
    -9	0.0	0	-6	0.3	4	8	1	-4
> CCCCc1ccc(NC(=O)COCC)cc1
    -15	0.1	-1	0	0.9	-1	9	-1	0
> O=C(COc1ccccc1)N(Cc1cccs1)C1CCS(=O)(=O)C1 (configuration not stated)
    4	0.0	0	3	1.1	-1	4	0	0
> Cc1ccc2c(c1)c(N=NC(N)=O)c(O)n2C
    -3	0.0	4	1	2.0	-5	8	-2	5
> COc1ccc(CNC(=O)C(C)OC(=O)CN2C(=O)COc3ccccc32)cc1 (configuration not stated)
    3	0.0	1	0	0.4	2	-2	7	1
> CCOc1ccc(C(=O)Oc2ccc(NC(C)=O)cc2)cc1
    5	0.4	2	4	0.7	-1	24	-3	0
> CCCOc1ccc(N2C(=O)CC(N(CCc3ccccc3)C(=O)c3ccccc3)C2=O)cc1 (configuration not stated)
    -11	0.0	4	1	2.7	8	4	6	2
> COc1ccc(C(=O)N/C(N)=N/c2nc3ccccc3o2)cc1
    1	0.0	6	-5	0.4	6	11	-1	-7
> Cc1ccc(S(=O)(=O)N(C)CC(=O)Nc2cc(C)ccn2)cc1
    0	-0.1	0	-1	4.2	-2	-11	-2	6
> Cc1ccc(S(=O)(=O)c2n[nH]n3c2nc(=O)c2ccccc23)cc1
    15	0.3	-1	-5	2.1	2	1	1	-1
> O=C(NC1CCCC1)c1cc(-c2cccs2)on1
    0	0.1	1	-1	1.5	-1	22	-4	3
> CC(C)N(CCn1cnc2c([nH]c3ccccc32)c1=O)C(C)C
    15	0.2	-1	1	5.2	0	-6	-2	3
> CC(C)(C)c1ccc(C(=O)O/N=C(\N)c2ccccc2)cc1
    -2	0.3	-3	6	-4.2	5	4	-3	-6
> Cc1ccc(CC2CC(=O)N(c3ncccn3)C2=O)cc1 (configuration not stated)
    11	0.1	3	-2	-4.3	1	-6	1	-2
> COC(=O)c1ccc(NC(=O)CN2C(=O)CC(C)S(=O)(=O)c3ccccc32)cc1 (configuration not stated)
    1	0.0	0	-3	2.8	-2	-8	0	-1
> C/C(=N\NC(=O)CNC(=O)c1ccco1)c1ccc(Br)cc1
    11	0.2	-1	2	1.0	-29	5	-7	-5
> CCc1cccc(NC(=O)Cn2cc(C=O)c3ccccc32)c1
    0	0.0	0	-1	0.0	1	-16	0	6
> O=C(NN1CCOCC1)c1cc(-c2cccs2)nc2ccccc12
    9	-0.3	5	-5	1.9	1	2	-1	0
> COc1ccc(-c2nnc(SCc3nnc(-c4ccccc4)o3)n2-c2ccccc2)cc1
    1	0.3	-1	0	-2.0	11	8	-4	-5

The list goes on:
Sequence of screens: GASC-1 inh	Efflux pump mplx	CTSL1 counter	TPT1 inh	PP5 inh	core dimer inh	PREPL inh	PP1 counter	LYPLA2 counter
> CC1(C)OC(c2ccccc2)=C/C(=C/C=N/NC(=O)c2ccncc2)O1
    -18	0.1	8	4	0.7	-9	22	0	2
> O=C(NN1CC(=O)N(c2cc(Cl)cc(Cl)c2)CC1=O)c1cccs1
    3	-0.2	7	-2	-1.6	-1	14	0	4
> CC1CCN(C(=O)c2[nH]cnc2C(=O)NCC(=O)OC(C)(C)C)CC1
    3	-0.1	-4	-2	-0.2	3	0	-1	0
> CCCCn1c(SCC(=O)Nc2sc3c(c2C(N)=O)CCC3)nnc1-c1ccccc1
    ?	-0.1	-7	1	2.9	6	12	2	-2
> CC1(C)Cc2cccc(OCC(N)=O)c2O1
    7	-0.5	1	2	-1.1	-3	-1	-3	-8
> O=C(CSc1nc2c([nH]c3ccccc32)c(=O)n1-c1ccccc1)NCC1CCCO1 (configuration not stated)
    -5	-0.1	-1	0	3.5	-8	8	-1	5
> CCC(=O)OCC(=O)Nc1ccc([N+](=O)[O-])cc1OC
    -1	-0.1	-5	-5	0.2	-1	26	4	10
> Cc1ccccc1-c1nc(SCc2ccccn2)c2c(=O)n(C)c(=O)n(C)c2n1
    20	-0.1	-1	-1	0.4	2	7	1	0
> CC(C(=O)NCC1CCCCC1)N(C)Cc1cccc(Cl)c1 (configuration not stated)
    4	-0.1	0	-5	0.2	-1	4	1	-2
> C=CCc1cccc2cc(NC(C)=O)c(=O)oc12
    -6	-0.1	1	0	-1.0	1	-1	0	-3
> CCOc1ccc(S(=O)(=O)Nc2nc3cc(OC)ccc3s2)cc1
    20	-4.2	-3	-3	2.8	4	3	5	4
> C=CCNC(=O)NC(=O)COC(=O)/C(C#N)=C/c1cc(C)n(CC(C)C)c1C
    76	2.4*	3	6	3.4	7	7	14	-2
> O=C(NCC1CCCO1)c1cccc(S(=O)(=O)N(Cc2ccccc2)c2ccccc2)c1 (configuration not stated)
    14	0.0	2	-3	-1.2	-6	8	-4	0
> O=C(CSc1nc2ccccc2c(=O)n1-c1ccccc1F)Nc1ccc2c(c1)CCC2
    2	0.0	-1	-4	3.4	21	1	6	-20
> CCC(c1nnnn1CCOC)N1CCN(Cc2ccccc2OC)CC1 (configuration not stated)
    -2	0.0	0	3	-1.4	0	24	-1	8
> C=CCc1ccc(O)c(-c2ccc(O)c(CC=C)c2)c1
    1	-0.1	5	0	7.5	0	8	2	-1
> O=C(Nc1ccccc1)C1=C[C@@H](c2ccc3c(c2)OCO3)C[C@@H](OCCCCO)O1
    -6	0.3	0	2	-6.2	4	19	0	-10
> FC(F)(F)c1cc(NCc2cccs2)n2ncnc2n1
    -8	0.0	0	-2	1.5	-17	13	-2	-2
> CCc1ccccc1NC(=O)CSc1ccsc1[N+](=O)[O-]
    -3	0.1	2	2	1.8	24	7	-2	7
> Cc1nn(Cc2ccc(F)cc2Cl)c(C)c1[N+](=O)[O-]
    -47	0.1	-2	1	1.0	9	9	2	-7

Look-ups from the list:
In PP5 inh, O=C(CSc1nc2c([nH]c3ccccc32)c(=O)n1-c1ccccc1)NCC1CCCO1 (configuration not stated) has 3.5
In PP5 inh, CC(C(=O)NCC1CCCCC1)N(C)Cc1cccc(Cl)c1 (configuration not stated) has 0.2
In PP1 counter, COc1ccc(-c2nnc(SCc3nnc(-c4ccccc4)o3)n2-c2ccccc2)cc1 has -4
In PP5 inh, CCCCc1ccc(NC(=O)COCC)cc1 has 0.9
In PP1 counter, CCOc1ccc(S(=O)(=O)Nc2nc3cc(OC)ccc3s2)cc1 has 5

Shown field by field: entries from further up
> Cc1ccc(S(=O)(=O)N(C)CC(=O)Nc2cc(C)ccn2)cc1
  GASC-1 inh = 0 | Efflux pump mplx = -0.1 | CTSL1 counter = 0 | TPT1 inh = -1 | PP5 inh = 4.2 | core dimer inh = -2 | PREPL inh = -11 | PP1 counter = -2 | LYPLA2 counter = 6

> CCCOc1ccc(N2C(=O)CC(N(CCc3ccccc3)C(=O)c3ccccc3)C2=O)cc1 (configuration not stated)
  GASC-1 inh = -11 | Efflux pump mplx = 0.0 | CTSL1 counter = 4 | TPT1 inh = 1 | PP5 inh = 2.7 | core dimer inh = 8 | PREPL inh = 4 | PP1 counter = 6 | LYPLA2 counter = 2

Later entries
Sequence of screens: GASC-1 inh	Efflux pump mplx	CTSL1 counter	TPT1 inh	PP5 inh	core dimer inh	PREPL inh	PP1 counter	LYPLA2 counter
> COc1ccc(-c2nnn(CC(=O)N(CC(=O)NC3CCCC3)c3ccccc3F)n2)cc1OC
    -5	0.0	-1	-2	0.1	-1	-2	1	-3
> O=C1c2cccc3c([N+](=O)[O-])ccc(c23)C(=O)N1c1ccccn1
    23	0.7*	3	8	0.6	-5	4	4	1
> O=C(NCCCc1ccccc1)c1cc([N+](=O)[O-])ccc1Cl
    115	0.1	-3	-2	1.3	-8	6	-3	4
> COc1ccc(-c2nnc(SCC(=O)O)n2Cc2ccccc2)cc1
    1	0.4	0	-1	1.5	-3	3	2	-6
> Cc1cc(C)cc(-n2cccc2/C=C2/C(=N)N3C(=NC2=O)SN=C3S(C)(=O)=O)c1
    -14	0.3	3	13	0.5	28	-2	10	0
> C=CCNc1cnn(-c2ccc(C)cc2)c(=O)c1Cl
    -1	0.1	-1	-1	3.6	-1	21	-2	3
> CC(C)CN(C(=O)CCC(=O)OCC(=O)c1ccc(F)c(F)c1)c1c(N)n(CC(C)C)c(=O)[nH]c1=O
    -11	0.0	2	2	2.9	1	-4	-8	-5
> CC1CCC(NC(=O)CN2C(=O)NC3(CCCCCC3)C2=O)CC1 (configuration not stated)
    -5	0.0	.	.	-0.7	.	-2	-1	-4
> CCCn1c(SCC(=O)NC2CCCC2)nc2c1c(=O)n(C)c(=O)n2C
    0	0.2	-1	0	0.1	-2	5	-3	5
> COc1ccc(Cl)cc1NC(=O)CC1S/C(=N/N=C2CCCCCC2)NC1=O (configuration not stated)
    2	0.2	1	-1	1.7	-2	2	-5	-3
> O=C(NNC1=C(C(=O)C(F)(F)F)CCC1)c1ccccc1Cl
    10	0.1	-3	-1	0.0	0	-21	-2	-8
> COc1ccc(C(=O)NCc2nnc(SCC(=O)N3CCc4ccccc43)o2)cc1OC
    34	0.0	-2	-3	1.3	0	-2	-2	7
> Cc1cccc(OCc2nnc(SCC(=O)Nc3cccc(C(=O)N4CCOCC4)c3)n2C)c1
    1	0.0	0	-1	0.5	-4	4	-5	-1
> CN(C)/C=N/C(=S)Nc1ccccc1F
    9	0.1	-1	-8	-0.2	2	2	-4	-3
> CC(NC(=O)Nc1ccc(Cl)cc1)C1CCCO1 (configuration not stated)
    -8	0.0	-2	-2	0.7	-8	17	0	0
> Cc1ccnc2nc(C(=O)NCc3cccs3)nn12
    9	0.1	0	-4	2.1	-1	0	3	-3
> OCC1OC(n2cnc3c(NC4CCCCC4)ncnc32)C(O)C1O (configuration not stated)
    -1	-0.3	0	-5	0.4	-4	11	-5	6
> O=C1NC(=S)S/C1=C\c1ccc(SCc2ccco2)o1
    0	4.7*	2	90*	5.2	-10	29	13	-33
> CC(=O)CC(=O)Nc1ncccn1
    2	0.5	-2	1	3.2	0	-4	0	0
> O=C(NCc1ccncc1)C1CCN(S(=O)(=O)Cc2ccccc2)CC1
    -7	-0.1	5	0	-2.9	-3	13	-5	-3
> Cc1cc(Cl)cc(C)c1OCC(=O)N1CCN(c2ncccn2)CC1
    2	0.1	.	.	0.8	.	-12	-1	4
> O=C(CSc1ncnc2nc[nH]c12)Nc1ccc(Br)cc1Cl
    0	-0.1	4	-4	0.2	-5	-53	4	-6
> CC(C)N1CCN(Cc2cccn2-c2cccnc2)CC1CCO (configuration not stated)
    2	-0.1	-1	-3	-1.0	-3	-4	2	-2
